Screening data deposited in PubChem by National Center for Advancing Translational Sciences (NCATS).
Tb PYK inh – T. brucei pyruvate kinase inhibition. Q57TT1. TbPYK enzyme, Kinase-Glo Plus ATP luminescence, 45 min. Potency, µM (series often up to 76.8 µM), inactives show at the top dose activity, negative = inhibition, most hits filed as inhibitors. 410,000 compounds, 0.12% hits. AID 624173; note: potency is the fitted concentration of half-maximal effect; % is set by controls: 0 for no effect and ±100 for the full control effect; nearly all actives have a fitted effect of over 50% in size
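T. brucei PYK with substrate was exposed to pin-transferred compounds across a concentration series, then started with 130 uM ADP (final). After 45 min at room temperature, Kinase-Glo Plus luminescence was read, normalized and curve-fitted.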
HCV inh – blocks hepatitis C virus; 340,000 compounds, 3.4% hits; Huh7.5.1 HCVcc-Cre infection, luciferase reporter, 44 h; Potency, µM (top dose mostly 41.8 µM), inactives show at the highest dose activity change, negative = inhibition, hits mostly inhibitors; note: potency is the fitted concentration of half-maximal effect; % is set by controls: 0 for no effect and ±100 for the full control effect
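Reporter virus HCVcc-Cre (~0.5 moi) infects cells exposed to compound; seeding density 1,000 cells/well with 4 h settling beforehand. Luminescence, 15 sec read, taken 44 h post-infection following a 15 min RT substrate incubation.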
Pf growth 48h – inhibits P. falciparum growth in the first generation, 48 h; Potency, µM (doses to about 28.7 µM), for inactives: at the highest dose activity change, negative = inhibition, hits mostly inhibitors; P. falciparum luciferase growth in erythrocytes, 48 h; AID 504832; 310,000 compounds, 5.9% hits; note: potency is the fitted concentration of half-maximal effect; % is set by controls: 0 for no effect and ±100 for the full control effect
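Here the parasites carry a stable luciferase gene and grow inside erythrocytes in Albumax-based RPMI medium with compound for one erythrocytic cycle. Activity is scored as loss of luminescent signal.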
Shiga toxin inh – Shiga toxin inhibition; Vero cells, Shiga toxin protein synthesis inhibition reporter; inhibition, % at 38.7 µM; 290,000 compounds, 9.2% hits; in the data active = inhibition mostly above about 28%, no sharp cut-off; inactive = mostly below about 43%; note: 0% is about no effect
Pf growth 96h – P. falciparum growth inhibition at 96 hour, primary screen for plastid delayed-death inhibitors; P. falciparum luciferase reporter growth, 96 h; Potency, µM (series often up to 28.7 µM), inactives show at the top dose activity change, negative = inhibition, actives largely listed as inhibitors; 320,000 compounds, 6.9% hits; AID 504834; note: potency is the fitted concentration of half-maximal effect; % is set by controls: 0 for no effect and ±100 for the full control effect
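96 h incubation, 37 C, 5% CO2, of luciferase-reporter P. falciparum-infected RBCs (2% hematocrit, 0.05% parasitemia final) with test compounds; endpoint luminescence.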
Cycloheximide cs – affects cycloheximide protein synthesis inhibition readout, counter-screen | cell reporter, cycloheximide protein synthesis inhibition counterscreen | 300,000 compounds, 12% hits | max response, %; in the data active = max response mostly above about 13%, no sharp cut-off; inactive = mostly below about 14%; note: read at 38.3 µM for the half of the compounds with a filed dose; 0% is about no effect
LmPK inhibitor – LmPK (Leishmania mexicana) enzyme inhibition. 290,000 compounds, 0.37% hits. Q27686. purified LmPK, Kinase-Glo ATP luminescence, 1 h. AID 1721. Potency, µM (top dose mostly 57.5 µM), for inactives: top-dose activity change, negative = inhibition, hits mostly inhibitors; note: potency is the fitted concentration of half-maximal effect; % is set by controls: 0 for no effect and ±100 for the full control effect
Target sequence (Q27686 whole entry, looked up): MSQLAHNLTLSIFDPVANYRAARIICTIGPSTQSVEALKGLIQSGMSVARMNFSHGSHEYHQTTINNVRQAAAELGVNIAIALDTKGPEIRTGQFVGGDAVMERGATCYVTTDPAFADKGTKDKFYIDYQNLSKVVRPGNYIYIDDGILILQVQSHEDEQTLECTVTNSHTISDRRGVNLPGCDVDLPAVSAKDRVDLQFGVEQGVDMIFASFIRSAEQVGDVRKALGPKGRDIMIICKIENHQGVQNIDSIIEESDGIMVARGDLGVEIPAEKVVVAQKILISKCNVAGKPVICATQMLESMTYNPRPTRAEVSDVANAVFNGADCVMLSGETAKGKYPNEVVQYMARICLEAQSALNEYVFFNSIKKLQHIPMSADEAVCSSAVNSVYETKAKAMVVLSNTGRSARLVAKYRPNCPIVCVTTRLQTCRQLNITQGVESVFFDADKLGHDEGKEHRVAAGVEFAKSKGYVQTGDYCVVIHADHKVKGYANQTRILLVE
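In 50 mM imidazole pH 7.2 with 7 mM MgCl2, LmPK (0.1 nM) turned over PEP (0.5 mM) and ADP (0.1 mM) for 1 h at room temperature. Luciferase read-out of ATP.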
* marks the source's active call; other numbers are inactive results; i = inactive; u = inconclusive; x = no result given; & = joins results of further samples; [ ] = dose if it differs, or a comment. Unless noted, calls come from the whole dose curve; as a rule, active = well fitted curve in the direction sought with a large enough effect; inconclusive = small, poorly fitted or top-dose-only effect, or another doubt; inactive = no such curve, though single readings can be large; an effect the other way counts as inactive or inconclusive.

entry	Molecule	Tb PYK inh	HCV inh	Pf growth 48h	Shiga toxin inh	Pf growth 96h	Cycloheximide cs	LmPK inhibitor
1	CC(C)(C)SCCNC(=O)CN1C(=O)c2cccc3cccc1c23	-4%	-14%	2%	-8	0%	-2	0%
2	CCOC(=O)C(NC(=O)OC(C)C)(Nc1nccs1)C(F)(F)F (stereo unspecified)	5%	6%	-8%	-14	u	0	5%
3	O=C(O)c1ccccc1-c1csc(-c2ccccc2)n1	6%	-5%	38%[activator]	79*	49%[activator]	23*	-7%
4	CC12CC(O)C3c4ccc(O)cc4CCC3C1CC/C2=N\O (stereo unspecified)	3%	-5%	17%	28	22%	-3	3%
5	O=C(C1=COCCO1)N(Cc1nnc(-c2ccccc2Cl)o1)C1CC1	0%	13%	u	x	u	x	x
6	O=C(CSc1ncn[nH]1)NCc1ccccc1	1%	3%	-30%	-15	0%	15	2%
7	CC(=O)N1CCN(Cc2nc3cc(NC(=O)Nc4ccccc4)ccc3n2C)CC1	0%	u	8%	-9	17%	-2	0%
8	C=CCSc1nnc2c(n1)OC(c1cccnc1)N(C(C)=O)c1ccccc1-2 (stereo unspecified)	-8%	9%	-3%	-31	u	2	0%
9	C=CCn1c(O)c(C(C)=NCCN2CCCCC2)c(=O)[nH]c1=O	0%	17%	x	-16	8%	-3	10%
10	Cc1ccc(S(=O)(=O)Nc2ccc(N=Nc3ccc(O)cc3)cc2)cc1	-10%	-4%	-18%	21	6%	8	4%
11	COCc1ccc(CN2CCC(n3nccc3NC(=O)CCOc3ccccc3)CC2)o1	-11%	x	0%	-9	u	-1	4%
12	O=C(CCCN1C(=O)c2ccccc2C1=O)Nc1ccccc1	1%	12%	12%	8	26%	-2	3%
13	COc1ccc(-c2oc3ncnc(N)c3c2-c2ccccc2)cc1	0%	-26%	x	2	-19%	-4	6%
14	COCCCNC(=O)c1ccc(Cn2c(=O)c3ccccc3n(Cc3ccccc3C)c2=O)cc1	2%&-2%	u	x	-5	6%	-2	5%
15	C/C(CCc1oc2ccc(Cl)cc2c1-c1ccc(C)o1)=N\O	-9%	u	-8%	20	-8%	0	-8%

(listing goes on)
entry	Molecule	Tb PYK inh	HCV inh	Pf growth 48h	Shiga toxin inh	Pf growth 96h	Cycloheximide cs	LmPK inhibitor
16	Cc1ccccc1NC(=O)CSc1nnc(Cc2ccccc2)o1	-7%	17%	-20%	-2	-14%	1	2%
17	CN(C)/C=N/c1ncc(-c2ncc(C(F)(F)F)cc2Cl)cn1	5%	0%	17%	15	32%[activator]	15	5%
18	O=C(Nc1ccc2oc(=O)ccc2c1)c1ccc2ccccc2c1	-4%	-20%	40%[activator]	25	u	11	-9%
19	CCOC(=O)C1=C(COC(=O)[C@@H]2CCCN2S(=O)(=O)c2ccc(C)cc2)NC(=O)NC1C (stereo partly specified)	-1%	28%	14%	10	20%	12*	1%
20	Cc1cccc(NC(=S)N(CCN2CCOCC2)Cc2cc3cc4c(cc3[nH]c2=O)OCCO4)c1	-1%	-17%	u	-8	i	0	6%
21	COC(=O)CCn1[nH]c(=O)c2ccccc2c1=O	5%	34%[activator]	0%	-10	9.3µM*	-2	-4%
22	CCOC(=O)C1CCCN(C(=O)c2cncc(Br)c2)C1 (stereo unspecified)	-3%	15%	u	-10	u	-4	-2%
23	O=C(c1ccccc1)c1ccccc1NC(=O)C1CCCN1Cc1ccccc1 (stereo unspecified)	1%	u	u	-8	u	0	-1%
24	COc1ccccc1NC(=S)N1CCN(C(=O)c2ccco2)CC1	-4%	10%	31%[activator]	11	13%	-4	0%
25	CCOc1ccc(CN(C)C(=O)c2ccc(NS(=O)(=O)c3ccc4[nH]c(=O)[nH]c4c3)cc2)cc1	-5%	17%	-5%	x	u	x	x
26	CC(=O)c1cc(CN2CCN(Cc3ccc(C)cc3)C(CCO)C2)cs1 (stereo unspecified)	0%	19%	-3%	-2	u	8	4%
27	COC(=O)c1cccc(NC(=O)CSc2nnc(C)n2C)c1	0%	-28%	-7%	-9	-5%	-3	-3%
28	O=C(O)c1ccc2oc(=O)c(S(=O)(=O)c3ccc(F)cc3)cc2c1	1%	7%	0%[0.00184 µM]	-5	u	7	2%
29	NC(=O)COc1ccc(/C=N/NS(=O)(=O)c2ccccc2)cc1	-2%	24%	29%	11	20%	11	1%
30	Cc1ccccc1OCC(=O)Nc1nnc(-c2ccco2)s1	-2%	13%	8%	-5	49%[activator]	1	2%

(listing goes on)
entry	Molecule	Tb PYK inh	HCV inh	Pf growth 48h	Shiga toxin inh	Pf growth 96h	Cycloheximide cs	LmPK inhibitor
31	CC(C)c1ccc(NC(=O)c2cc(S(=O)(=O)N3CCCCC3)c[nH]2)cc1	-6%	9%	29%	-7	27%	2	-1%
32	Cc1nn(C(C)C(=O)NCCC2=CCCCC2)c(=O)c2nn(-c3ccccc3)c(C)c12 (stereo unspecified)	-3%	u	-13%	19	u	12	-4%
33	Cc1ccc(C(C(=O)NC2CCCCC2)N2CCC3(CC2)OCCO3)cc1 (stereo unspecified)	1%	13%	u	-18	u	13	-6%
34	Cc1ccc(C)c(CSc2ncccc2C(=O)O)c1	1%	19%	10%	-4	7.4µM*	-5	0%
35	S=C(Nc1cc(Cl)cc(Cl)c1)N1CCN(c2ccccn2)CC1	6%	-10%	16%	-9	17%	6	-3%
36	Cc1ccc(S(=O)(=O)N2CCC(C(=O)NCC3CCCO3)CC2)cc1 (stereo unspecified)	-3%	11%	x	-25	-25%	-3	6%
37	Cc1ccccc1NC(=O)N(C(C)C)C(C)C	2%	-12%	x	-15	9.3µM*	-4	-1%
38	CCNC(=O)CN(C1CCCCC1)S(C)(=O)=O	-10%	15%	-6%	20	16%	-2	-1%
39	CCc1nnc(NC(=O)CSc2nnc(CNC(=O)c3ccc(OC)c(OC)c3)o2)s1	-2%	26%	16%	-5	12%	-3	-1%
40	O=C(C1CC1)N1CCN=C1SCc1ccc(Cl)cc1	-1%	-16%	0%	-6	7%	-4	10%
41	COc1ccc(C(CNC(=O)CCc2ccsc2)N(C)C)cc1 (stereo unspecified)	1%	0%	16%	-1	0%	-4	2%
42	O=C(c1ccccc1)N1CCN(CCc2ccccn2)CC1	2%&-3%	31%[activator]	2%	-5	7%	-2	-3%
43	O=C(c1ccc(Cl)cc1)c1cnc2ccccn12	-2%	u	x	40	41%[activator]	13	-5%
44	CC(SC1=NCCS1)C(=O)Nc1nnc(-c2ccc(Cl)cc2)s1 (stereo unspecified)	0%	4%	15%	29*	29%	12*	6%
45	NS(=O)(=O)c1cccc(NC(=O)CC(NC(=O)c2ccccc2Cl)c2ccccc2)c1 (stereo unspecified)	-6%	13%	2%	7	16%	-4	-5%

(cont.)
entry	Molecule	Tb PYK inh	HCV inh	Pf growth 48h	Shiga toxin inh	Pf growth 96h	Cycloheximide cs	LmPK inhibitor
46	O=C(c1cc2c(s1)CCC2)N1C(=O)c2ccccc2S1(=O)=O	-14%	6%	4%	11	-16%	-1	-3%
47	O=c1c2ccccc2nc(/C=C/c2ccc([N+](=O)[O-])cc2)n1CCCO	1%	-7%	-29%	14	45%	6	1%
48	C/C(=N\NC(=O)c1ccc(O)cc1)c1cc2ccccc2o1	-2%	u	-15%	59*	u	29*	1%
49	COCCNC(=O)c1ccccc1NS(=O)(=O)c1ccc(Br)s1	6%	9%	-19%	-17	x	-1	0%
50	O=C(Cc1ccc(Cl)cc1)NCCc1cnc[nH]1	2%	10%	30%[activator]	-5	15%	-1	0%
51	O=C(c1ccco1)N1CCN(CC(O)COc2ccc3oc4ccccc4c3c2)CC1 (stereo unspecified)	6%	13µM*	35%[activator]	19	32%	-2	2%
52	O=c1[nH]c2sc3c(c2c(=O)n1Cc1ccccc1)CCC3	7%	9%	3%	-10	1%	-2	-1%
53	O=C(Cc1ccc(F)cc1)Nc1cccc(-c2cn3c(n2)SCC3)c1	-1%	u	-6%	39	-4%	14	9%
54	O=C(O)CCNc1nc(-c2ccccc2)nc2ccccc12	-1%	u	-2%	45	0%	-1	-1%
55	CCCCc1ccc(S(=O)(=O)Nc2nnc(C)s2)cc1	0%	11%	-4%	13	u	-1	0%
56	Cc1ccc(S(=O)(=O)N2CCCCC2)cc1NC(=O)Cn1cnc2c1c(=O)n(C)c(=O)n2C	-1%	20%	-7%	x	u	x	x
57	C=C(C)C1Cc2cc3ccc(=O)oc3cc2O1 (stereo unspecified)	5%	18%	32%[activator]	27	u	16*	1%
58	COc1ccc(CN2CCN(Cc3ccc4ccccc4c3)CC2)cc1OC	-13%	u	-21%	3	126%[activator]	-6	0%

Quoted from above, nos. 39 to 55
entry	Molecule	Tb PYK inh	HCV inh	Pf growth 48h	Shiga toxin inh	Pf growth 96h	Cycloheximide cs	LmPK inhibitor
39	CCc1nnc(NC(=O)CSc2nnc(CNC(=O)c3ccc(OC)c(OC)c3)o2)s1	-2%	26%	16%	-5	12%	-3	-1%
40	O=C(C1CC1)N1CCN=C1SCc1ccc(Cl)cc1	-1%	-16%	0%	-6	7%	-4	10%
41	COc1ccc(C(CNC(=O)CCc2ccsc2)N(C)C)cc1 (stereo unspecified)	1%	0%	16%	-1	0%	-4	2%
42	O=C(c1ccccc1)N1CCN(CCc2ccccn2)CC1	2%&-3%	31%[activator]	2%	-5	7%	-2	-3%
43	O=C(c1ccc(Cl)cc1)c1cnc2ccccn12	-2%	u	x	40	41%[activator]	13	-5%
44	CC(SC1=NCCS1)C(=O)Nc1nnc(-c2ccc(Cl)cc2)s1 (stereo unspecified)	0%	4%	15%	29*	29%	12*	6%
45	NS(=O)(=O)c1cccc(NC(=O)CC(NC(=O)c2ccccc2Cl)c2ccccc2)c1 (stereo unspecified)	-6%	13%	2%	7	16%	-4	-5%
46	O=C(c1cc2c(s1)CCC2)N1C(=O)c2ccccc2S1(=O)=O	-14%	6%	4%	11	-16%	-1	-3%
47	O=c1c2ccccc2nc(/C=C/c2ccc([N+](=O)[O-])cc2)n1CCCO	1%	-7%	-29%	14	45%	6	1%
48	C/C(=N\NC(=O)c1ccc(O)cc1)c1cc2ccccc2o1	-2%	u	-15%	59*	u	29*	1%
49	COCCNC(=O)c1ccccc1NS(=O)(=O)c1ccc(Br)s1	6%	9%	-19%	-17	x	-1	0%
50	O=C(Cc1ccc(Cl)cc1)NCCc1cnc[nH]1	2%	10%	30%[activator]	-5	15%	-1	0%
51	O=C(c1ccco1)N1CCN(CC(O)COc2ccc3oc4ccccc4c3c2)CC1 (stereo unspecified)	6%	13µM*	35%[activator]	19	32%	-2	2%
52	O=c1[nH]c2sc3c(c2c(=O)n1Cc1ccccc1)CCC3	7%	9%	3%	-10	1%	-2	-1%
53	O=C(Cc1ccc(F)cc1)Nc1cccc(-c2cn3c(n2)SCC3)c1	-1%	u	-6%	39	-4%	14	9%
54	O=C(O)CCNc1nc(-c2ccccc2)nc2ccccc12	-1%	u	-2%	45	0%	-1	-1%
55	CCCCc1ccc(S(=O)(=O)Nc2nnc(C)s2)cc1	0%	11%	-4%	13	u	-1	0%
